High-throughput results as filed in PubChem BioAssay.
p53 reactivator = qHTS assay for re-activators of p53 using a Luc reporter. H1299 p53-A138V BP100-luciferase reporter, luminescence, 24 h. Potency, µM (highest dose often 92.2 µM), inactives show at the highest dose activity change, positive = activation, hits mostly activators. 320,000 compounds, 0.063% hits. AID 504706, 2011; further: potency means the concentration at half of the fitted maximal effect; % of control where 0% means no effect; nearly all actives have a fitted effect of over 45% in size
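H1299 (p53-null), stable ts p53-A138V + BP100-Luc; 1000 cells/well, Opti-MEM/10% FBS; cpd 4 pt, 1:5; 24 h, 37 deg C, 5% CO2; detection reagent 10 min RT; luminescence.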
Giardia killer = Small Molecules that selectively kill Giardia lamblia: qHTS; AID 540267, 2011; Giardia lamblia trophozoite viability; 340,000 compounds, 0.15% hits; activity change, % at 7.66 µM, hits read low; in the data active means activity change below about -80%; inconclusive means between about -30% and that limit;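 further: parasites exposed to compound for two days anaerobically before the ATP read; on the % scale 0 is the no-effect control and ±100 the full control effect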
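Giardia lamblia trophozoites (100 cells/well) were incubated with compounds for 48 h at 37 deg C under anaerobic conditions. Viability was read as ATP content by one-step luminescence after 15-30 min at room temperature.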
PKM2 act = qHTS Assay for Activators of Human Muscle isoform 2 Pyruvate Kinase | 260,000 compounds, 0.34% hits | purified PKM2, Kinase-Glo ATP luminescence, activation; response scale: 0% is enzyme alone, no compound | Potency, µM (series often up to 57.5 µM), for inactives: top-dose activation, hits mostly activators; further: potency means the concentration at half of the fitted maximal effect; on the % scale 0 is the no-effect control and ±100 the full control effect; nearly all actives have a fitted effect of over 55% in size
Target sequence (P14618 whole entry, looked up, canonical isoform): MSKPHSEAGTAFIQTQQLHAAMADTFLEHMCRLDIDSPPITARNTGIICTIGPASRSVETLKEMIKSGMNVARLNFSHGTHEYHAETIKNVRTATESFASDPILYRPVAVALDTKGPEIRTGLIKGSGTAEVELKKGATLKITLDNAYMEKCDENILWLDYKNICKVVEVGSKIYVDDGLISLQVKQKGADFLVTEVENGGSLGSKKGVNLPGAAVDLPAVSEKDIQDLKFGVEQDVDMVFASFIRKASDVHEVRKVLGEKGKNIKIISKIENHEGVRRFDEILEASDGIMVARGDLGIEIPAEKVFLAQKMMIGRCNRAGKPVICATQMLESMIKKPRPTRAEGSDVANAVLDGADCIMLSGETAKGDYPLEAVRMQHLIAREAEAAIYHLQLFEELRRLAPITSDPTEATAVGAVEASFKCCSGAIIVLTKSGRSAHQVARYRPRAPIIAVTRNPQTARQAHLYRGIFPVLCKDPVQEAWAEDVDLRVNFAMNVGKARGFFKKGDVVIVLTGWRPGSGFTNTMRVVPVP
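ATP formation by purified human PK-M2, quantified via coupled luciferase luminescence after 1 h at room temperature with 0.1 mM ADP and 0.5 mM PEP final.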
Rab9 prom act = qHTS Assay for Rab9 Promoter Activators. 320,000 compounds, 2.8% hits. AID 485297, 2010. Huh7 Rab9 promoter-luciferase reporter, luminescence, 24 h. Potency, µM (top dose mostly 9.22 µM), inactives show at the top dose activation, negative = inhibition, most hits filed as activators; further: potency means the concentration at half of the fitted maximal effect; % of control where 0% means no effect; nearly all actives have a fitted effect of over 60% in size
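Promoter activation is measured as luciferase luminescence in Huh7 cells stably transfected with a Rab9 promoter–luciferase construct, following 24 h compound exposure at 37 °C and 10 min reagent incubation at ambient temperature.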
BRCA1 expr act = qHTS Assay to Identify Small Molecule Activators of BRCA1 Expression; MCF7-BRCA1-FFLuc reporter, luminescence, 48 h; response scale: scaled: vehicle 0%, 10 µM genistein 100%; Potency, µM (doses to about 46.1 µM), without a hit: at the highest dose activation, actives largely listed as activators; 380,000 compounds, 1.1% hits; further: potency means the concentration at half of the fitted maximal effect; nearly all actives have a fitted effect of over 80% in size; some results filed as inactive show a strong effect at the top dose
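MCF7-BRCA1-FFLuc, 2000 cells/well; 2 h attach, 37 °C/5% CO2; compound 48 h; luciferase substrate 15 min; luminescence end-point. Norm. to genistein 10 microM max activation and DMSO; concentration-response curves fitted.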
RORg inh = qHTS for inhibitors of ROR gamma transcriptional activity; AID 2551, 2010; Drosophila S2 Gal4-RORgamma UAS-luciferase reporter, 20 h; 310,000 compounds, 5.4% hits; Potency, µM (titrated, usually from 53.6 µM), for the others: top-dose activity change, negative = inhibition, hits mostly inhibitors; Nuclear receptor ROR-gamma (Mus musculus), P51450; further: potency means the concentration at half of the fitted maximal effect; on the % scale 0 is the no-effect control and ±100 the full control effect; nearly all actives have a fitted effect of over 60% in size
Target sequence (P51450 whole entry, looked up, the tested form may be a part): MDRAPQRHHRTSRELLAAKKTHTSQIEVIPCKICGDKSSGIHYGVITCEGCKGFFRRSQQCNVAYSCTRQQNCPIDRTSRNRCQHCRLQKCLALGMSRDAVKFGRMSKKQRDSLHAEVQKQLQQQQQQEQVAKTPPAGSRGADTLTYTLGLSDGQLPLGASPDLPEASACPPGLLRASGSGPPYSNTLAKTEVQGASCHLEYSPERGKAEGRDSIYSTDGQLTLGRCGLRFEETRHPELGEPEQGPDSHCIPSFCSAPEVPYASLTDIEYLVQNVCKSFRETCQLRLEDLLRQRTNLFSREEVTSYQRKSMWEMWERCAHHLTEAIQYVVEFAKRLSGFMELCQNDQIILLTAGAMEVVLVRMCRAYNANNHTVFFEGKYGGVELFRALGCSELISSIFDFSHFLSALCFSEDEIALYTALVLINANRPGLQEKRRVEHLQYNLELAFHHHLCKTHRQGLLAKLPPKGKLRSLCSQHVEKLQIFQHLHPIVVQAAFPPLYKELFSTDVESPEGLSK
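Luciferase reporter read in Schneider cells carrying Gal4-RORγ (mouse) and UAS-Photinus luciferase; cells given compound 1 h before 700 uM copper sulfate induction, then incubated 20 h at ambient temperature.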
NPC1 prom act = qHTS Assay for NPC1 Promoter Activators | AID 485313, 2010 | Potency, µM (titrated, usually from 9.22 µM), for inactives: top-dose activation, most hits filed as activators | 320,000 compounds, 2.4% hits | Huh7 NPC1 promoter luciferase reporter, 24 h;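 further: potency means the concentration at half of the fitted maximal effect; % of control where 0% means no effect; nearly all actives have a fitted effect of over 60% in size; reporter is driven by a mutant NPC1 promoter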
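Cells: Huh7 expressing luciferase under the NPC1 promoter, 1500/well. Seeded 2 h, compound added, incubated 24 h at 37 °C. Luciferase reagent, 10 min ambient, then luminescence.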
Menin-MLL TR inh = qHTS Assay for Inhibitors Targeting the Menin-MLL Interaction in MLL Related Leukemias: Competition With Texas Red Labeled MLL-derived Mutant Peptide; O00255; Menin + Texas Red MLL mutant peptide, fluorescence polarization; Potency, µM (series often up to 61.6 µM), for the others: at the top dose FP activity change, negative = inhibition, actives largely listed as inhibitors; 270,000 compounds, 0.23% hits; active means well fitted inhibition curve with a large enough effect in the polarisation, with a control signal flat, not every such curve was filed as active; inconclusive means small, poorly fitted or top-dose-only effect, or effect the other way, or a change in a side signal; inactive means no such curve, though single readings can be large or run the other way; the % refers to the polarisation; further: potency means the concentration at half of the fitted maximal effect; % of control where 0% means no effect; many of its hits are not listed in these tables
FLuc modulator = qHTS profiling assay for firefly luciferase inhibitor/activator using purifed enzyme and Km concentrations of substrates (counterscreen for miR-21 project) | Luciferin 4-monooxygenase (Photinus pyralis), P08659 | purified FLuc, Km substrates, luminescence inhibition | Potency, µM (doses to about 57.5 µM), without a hit: at the top dose activity change, negative = inhibition, actives largely listed as inhibitors | 360,000 compounds, 6.9% hits | AID 588342, 2011;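 further: potency means the concentration at half of the fitted maximal effect; plate controls were vehicle for no effect and reference inhibitor for full effect; nearly all actives have a fitted effect of over 55% in size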
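Purified P. pyralis luciferase, 10 nM final, with Km-level 10 uM D-luciferin and 10 uM ATP in 50 mM Tris acetate pH 7.5, 10 mM Mg acetate, 0.01% Tween-20, 0.05% BSA; 6-point qHTS titration about 60 µM downward; luminescence read.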
ELG1 genotoxic = qHTS screen for small molecules that induce genotoxicity in human embryonic kidney (HEK293T) cells expressing luciferase-tagged ELG1. 330,000 compounds, 1.3% hits. HEK293T ELG1-luciferase reporter, luminescence, 16 h. Potency, µM (top dose mostly 46 µM), without a hit: at the top dose activity change, positive = activation, most hits filed as activators. AID 504466, 2011; further: potency means the concentration at half of the fitted maximal effect; % of control where 0% means no effect; nearly all actives have a fitted effect of over 60% in size
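Luminescence read-out: rising ELG1-luciferase signal, reflecting elevated ELG1 protein under genetic stress, flags genotoxic compounds. Cells were treated for 16 hr at 37 °C before ONE-Glo detection.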
Gal4-VP16 FLuc = VP16 counterscreen qHTS for inhibitors of ROR gamma transcriptional activity | 310,000 compounds, 3.5% hits | AID 2546, 2010 | Potency, µM (titrated, usually from 53.6 µM), without a hit: at the highest dose activity, negative = inhibition, usual class: inhibitors | Drosophila S2 Gal4-VP16 UAS-luciferase, luminescence, 20 h;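 further: Gal4-VP16 expression switched on by copper sulfate through the metallothionein promoter; potency means the concentration at half of the fitted maximal effect; on the % scale 0 is the no-effect control and ±100 the full control effect; nearly all actives have a fitted effect of over 50% in size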
Active calls of the source: *; ? = inconclusive; · = no result given; [ ] = remark or other dose. Unless noted, the call rests on the fitted dose curve; in most records, active means well fitted curve in the direction sought with a large enough effect; inconclusive means small, poorly fitted or top-dose-only effect, or another doubt; inactive means no such curve, though single readings can be large; an effect the other way counts as inactive or inconclusive. A portion of the library; the hit share may differ from the screen's.

SMILES	p53 reactivator	Giardia killer	PKM2 act	Rab9 prom act	BRCA1 expr act	RORg inh	NPC1 prom act	Menin-MLL TR inh	FLuc modulator	ELG1 genotoxic	Gal4-VP16 FLuc
CC(/C=N/NC(=O)CSc1nc(C)cc(C)n1)=C\c1ccccc1	-8%	16	-3%	-3%	-11%	?	-1%	?	-17%	0%	2%
CC1CCN(C(=O)Cn2c(SCC(=O)Nc3nccs3)nc3ccccc32)CC1	-10%	13	7%	-1%	-20%	10%	-1%	-1%	0%	1%	13%
CC(C)CCn1c(C(C)O)nc2ccccc21 (stereo not drawn)	1%	9	0%	4%	-7%	-17%	0%	3%	7%	-1%	10%
c1ccc2c(-c3nc(-c4ccncc4)no3)cccc2c1	?	-16	-1%	?	33%	-42%	?	6%	11µM*	?	-7%
Cc1ccc(S(=O)(=O)N(C)c2ccc(C)c([N+](=O)[O-])c2)cc1	6%	5	2%	2%	1%	13%	-6%	5%	-6%	-1%	14%
COc1ccc(Br)cc1CN(C)C(=O)Cc1ccc(OC)c(S(=O)(=O)N2CCOCC2)c1	-19%	-13	·	1%	5%	·	-1%	·	-1%	2%	·
O=c1ccc2cc(S(=O)(=O)Nc3ccc(F)cc3)ccc2o1	2%	7	?	-3%	-18%	18%	-1%	15%	0%	3%	4%
COc1ccc(NC(=O)CSc2nnc(CNC(=O)COc3ccc(Cl)cc3)o2)c(OC)c1	-8%	-17	-2%	-1%	20%	22%	-2%	8%	3%	2%	0%
CC(C)C[C@H](NC(=O)c1nc[nH]c1C(=O)N[C@@H](CC(C)C)C(=O)OC(C)(C)C)C(=O)OC(C)(C)C	2%	-29	-1%	-4%	-32%	?	-8%	·	2%	-11%	11µM*
O=C1Cc2ccccc2Sc2c(OCCN3CCCCC3)cccc21	-2%	-5	22%	2%	-33%	15%	0%	·	-1%	8%	-26%
O=C(Nc1ccc(N2CCOCC2)cc1)c1cnsn1	-10%	?	-20%	?	-84%[inhibitor]	2µM*	?	22%	0.95µM*	0.16µM*	1.8µM*
COc1ccc(CN(C(=O)CCC(=O)Nc2cc(C)on2)C(C(=O)NC(C)(C)C)c2cccc(OC)c2OC)cc1 (stereo not drawn)	1%	-8	0%	1%	-7%	?	-4%	-19%	2%	-3%	4%
Cc1ccc(S(=O)(=O)N(C)CC(=O)NCC(c2ccc(F)cc2)N2CCOCC2)cc1 (stereo not drawn)	-3%	-5	·	0%	13%	·	-9%	·	7%	0%	·
CC(=O)c1ccc(OCC(O)CN2CCN(c3ccccn3)CC2)cc1 (stereo not drawn)	4%	16	-5%	4%	2%	-6%	0%	-2%[11.7 µM]	0%	1%	7%
CC1CCCCC1NC(=O)CCNS(=O)(=O)c1ccc(Cl)cc1 (stereo not drawn)	-8%	-4	·	-1%	-1%	10%	-2%	1%	1%	-2%	4%
O=C(Cc1cccs1)N1CCCC(c2nc3c(nnn3Cc3ccc(F)cc3)c(=O)[nH]2)C1 (stereo not drawn)	-6%	-13	2%	1%	0%	-2%	0%	-5%	-1%	-4%	-4%
CCN1C(=O)CC(N2CCN(C(c3ccccc3)c3ccccc3)CC2)C1=O (stereo not drawn)	3%	-6	1%	3%	0%	19%	-2%	-1%	3%	-2%	-8%
COc1ccc(OC)c(C(c2nnnn2C2CCCC2)N2CCN(c3ccccc3)CC2)c1 (stereo not drawn)	19%	-7	2%	-5%	-34%	-8%	-1%	-17%	5%	-9%	4%
COCc1ccc([C@@H]2C[C@H]3CN(Cc4ccccc4C)C(=O)[C@]34CCCN24)o1	4%	-2	4%	16%	7%	27%	0%	-18%	5%	0%	-3%
CCCS(=O)(=O)c1c(S(=O)(=O)CCC)c2cnccn2c1C(=O)c1ccc(CC)cc1	7%	-1	-1%	-6%	-9%	?	-2%	1%	5%	-3%	-2%
Cc1cc(-c2c(C(=O)N3CCOCC3)c(C)nn2-c2ccccc2)no1	0%	-25	-1%	2%	-5%	11%	2%	·	-1%	-3%	-9%
O=C(O)CCC(=O)N1CCN(c2cccc(Cl)c2)CC1	7%	-3	7%	0%	-3%	?	10%	-7%	1%	-6%	5%
CCOC(=O)c1c(NC(=O)CSc2ncnc3ccccc23)sc(C)c1C	-11%	5	-17%	-4%	4%	-16%	0%	-6%	1%	4%	2%
Cc1cccc(-n2ncc3c(N4CCc5ccccc54)ncnc32)c1	10%	·	-2%	2µM*	·	12%	1.6µM*	5%	0.54µM*	2.6µM*	21%
COc1cc(C2c3[nH]c4ccccc4c3C[C@H]3C(=O)N(CCO)CC(=O)N23)cc(OC)c1OC (stereo partly drawn)	0%	-13	·	-2%[1.84 µM]	-38%	-2%	-10%	18%	-1%	4%	-3%
CC(C)C(NS(=O)(=O)/C=C/c1ccccc1)C(=O)NCc1ccc(F)cc1 (stereo not drawn)	-2%	-21	·	0%	-2%	-7%	-6%	-11%	0%	-6%	-20%
Cc1nc(N)sc1-c1csc(NCc2ccccc2)n1	9%	-1	5%	-6%	-26%	-24%	-6%	?	?	2%	0%
N#CC1=C(N)Oc2c(sc3ccccc23)C1c1ccco1 (stereo not drawn)	11%	25	4%	1%	-48%	?	-6%	?	?	22%	0%
Cc1nnsc1C(=O)NNc1ccc(Cl)cc1	0%	9	-2%	-3%	20%	3%	2%	·	-3%	4%	0%
CC1CSc2n(-c3cccc(C(F)(F)F)c3)cc(-c3ccccc3)[n+]21 (stereo not drawn)	1%	4	-14%	-3%	-49%	-3%	-2%	-6%	0%	-6%	-2%
CC(C(=O)O)n1c2ccccc2c2cn[nH]c(=O)c21 (stereo not drawn)	-6%	-9	·	-1%	4%	-15%	-1%	-1%	-1%	1%	2%
CCCCOC(=O)Cn1c(=O)c2c(nc(Br)n2Cc2ccccc2)n(C)c1=O	0%	-7	-8%	-11%	-23%	43%	4%	-1%	-2%	-14%	-4%
COC(=O)c1ccc(CSc2nc3ccccc3c(=O)n2-c2cccc(OC)c2)o1	-1%	-7	-4%	0%	-3%	-24%[10 µM]	1%	-1%	2%	0%	-3%
Cc1ccc(CSc2[nH]c(=O)ncc2C)cc1	2%	-4	2%[0.46 µM]	0%	0%	5%	1%	-14%	0%	1%	-10%
C#CCOCCOCCOCCNc1nc(N2CCN(C(=O)CCCCCCCCCCNC(=O)[C@H](CCCCN)n3cc(C)nn3)CC2)nc(N2CCN(C(=O)CCCCCCCCCCNC(=O)[C@@H]([C@H](C)CC)n3cc(CCCCCN)nn3)CC2)n1	-30%	·	·	-1%	·	·	0%	·	?	-12%	·
Cc1ccc(-c2ccc(=O)n(CC(=O)N3CCN(c4cc(Cl)ccc4C)CC3)n2)cc1	-4%	6	15%	-3%	-39%	-8%	0%	-13%	1%	2%	?
Cc1ccc2[nH]c(=O)c(CN(Cc3cccnc3)Cc3nnnn3CCN3CCOCC3)cc2c1	13%	7	-3%	-11%	-19%	11%	0%	-25%	1%	-4%	-3%
COc1ccccc1N1Cc2ccccc2C1	0%	-23	2%	6%	33%	10%	-2%	-13%	-6%	-2%	-9%
CCC(=O)Nc1ccc(N/C(N)=N/c2nc(C)cc(C)n2)cc1	-1%	4	-20%	-1%	-33%	5%	1%	·	-2%	-6%	0%
CC(C)c1ccc(S(=O)(=O)N2CCN(C(=O)CCNC(=O)Nc3ccccc3)CC2)cc1	-8%	17	·	-7%	-5%	·	0%	·	3%	-2%	·
NS(=O)(=O)c1ccc(CCNC(=O)CSc2nc3ccsc3c(=O)n2CCCCCC(=O)O)cc1	-3%	11	-10%	-2%	-3%	7.9µM*	-2%	5%	-8%	0%	-4%
